Source: PubChem
Spn MK inh – S. pneumoniae MK inhibitors, primary screen, biochemical, PK/LDH-coupled NADH absorbance; hit rate 0.48% among 65,000; inhibition, % at 10 µM; AID 555, 2006; purified MK, PK/LDH-coupled NADH absorbance 340 nm;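 active = ranked among the strongest by inhibition in the single 10 µM screen, a fixed top-ranked set picked for dose follow-up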; note: no value below 0 was filed
TNAP inhibition – human TNAP enzyme inhibitors, biochemical, luminescent (AID 518) | purified TNAP enzyme, luminescent substrate readout; higher % means a stronger effect | hit rate 0.09% among 64,000 | Alkaline phosphatase, tissue-nonspecific isozyme (Homo sapiens) | one-dose inhibition, % at 20 µM; IC50 in µM for titrated hits; in the data active = a potency from the dose series; inactive = the rest, 99 in 100 with inhibition below about 22%;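 note: plate controls were vehicle for no effect and reference inhibitor for full effect; many of its hits are not listed in these tables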
HPDE-C7K KRASV12 – cytotoxicity in KRAS-transformed pancreatic duct cells, primary screen, cell-based, fluorescence, HTS (AID 431); HPDE-C7K KRASV12 cells, Alamar Blue viability, 48 h; higher % means a stronger effect; cytotoxicity, % at 10 µM; hits with a dose series show EC50 in µM; hit rate 1.7% among 63,000;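 active = compounds whose percent cytotoxicity in the single-dose primary screen, scaled between solvent and toxic-drug controls, exceeds 50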;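 note: 0% = DMSO solvent wells and 100% = doxorubicin-treated wells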
PMK inhibit – S. pneumoniae PMK inhibitors, primary screen, biochemical, mevalonate pathway, pilot trial included; purified PMK, PK/LDH-coupled NADH absorbance 340 nm; AID 539, 2006; inhibition, % at 10 µM; phosphomevalonate kinase (Streptococcus pneumoniae D39); hit rate 0.49% among 65,000;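 active = top-ranked compounds by inhibition in the single 10 µM screen, taking a fixed number of the strongest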;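 note: 0% = full reaction with DMSO carrier and 100% = background rate without enzyme reaction; no value below 0 was filed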
Bfl-1 displacement – Bfl-1 inhibitors, primary screen, biochemical, fluorescence polarization, FITC-Bid, mouse (AID 432) | Bcl-2-related protein A1 (Mus musculus) | FITC-Bid BH3 peptide fluorescence polarization displacement; higher % means a stronger effect | displacement, % at 20 µM; hits with a dose series show IC50 in µM | hit rate 0.02% among 64,000; in the data active = a potency from the dose series; inactive = the rest, 99 in 100 with displacement below about 15%; note: strong numbers were not always called active
HPDE-C7 viability – cytotoxicity in HPDE-C7 cells, cell-based, fluorescence, HTS (AID 430); cytotoxicity, % at 10 µM; hits with a dose series show EC50 in µM; hit rate 1.8% among 63,000; HPDE-C7 pancreatic duct cells viability, fluorescence; higher % means a stronger effect;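 note: cells exposed to compound for 48 hours before viability readout; 0% = vehicle and 100% = reference cytotoxic drug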
LYP phosphatase – LYP phosphatase inhibitors, primary screen, biochemical, DiFMUP fluorescence, recombinant catalytic domain, 10 µM (AID 606) | one-dose inhibition, % at 10 µM; IC50 in µM for titrated hits | 52,000 tested, under 10 active | recombinant LYP catalytic domain, DiFMUP fluorescence; higher % means a stronger effect | Tyrosine-protein phosphatase non-receptor type 22 (Homo sapiens);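 active = IC50 under 40 µM in the dose-response test; inactive = IC50 of 40 µM or more, or never dose-tested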
HT1080 cytotoxicity – cytotoxicity in HT1080 fibrosarcoma cells, cell-based, fluorescence readout (AID 620) | HT1080 viability, fluorescence; higher % means a stronger effect | one-dose cytotoxicity, % at 10 µM; EC50 in µM for titrated hits | hit rate 0.42% among 87,000;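 note: cells exposed to compound overnight then 4 h with Alamar Blue; 0% = vehicle DMSO and 100% = killing control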
DPM-DC inhibit – S. pneumoniae DPM-DC inhibitors, primary screen, biochemical, PK/LDH-coupled NADH fluorescence. diphosphomevalonate decarboxylase (Streptococcus pneumoniae D39). purified DPM-DC. hit rate 0.49% among 65,000. calls only at 10 µM;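 active = the 320 compounds with the highest percent inhibition in the single-dose primary screen, excluding strongly autofluorescent ones, cut at about 32% in these data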;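 note: kinetic rate of NADH fluorescence loss reporting ADP formed by the decarboxylase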
PMK inhibit pilot replicates – second read-out of PMK inhibit, no call of its own (marks repeat the call); inhibition, %; measured here: pilot screen replicates
Spn MK inh pilot replicates – also measured in Spn MK inh; calls as there; inhibition, %; measured here: pilot screen replicates
DPM-DC inhibit pilot screen % – second read-out of DPM-DC inhibit, no call of its own (marks repeat the call); inhibition, %; measured here: pilot screen trials
Numbers without * were called inactive; i = inactive; · = not tested or not shown. Cut-off read from the data, not from the text of the source, unless noted: active = cytotoxicity above about 50%; inactive = the rest.

SMILES	Spn MK inh	TNAP inhibition	HPDE-C7K KRASV12	PMK inhibit	Bfl-1 displacement	HPDE-C7 viability	LYP phosphatase	HT1080 cytotoxicity	DPM-DC inhibit	others
CN1CCN(S(=O)C23CC4CC(CC(C4)C2)C3)CC1 (stereo not drawn)	4.0	6.3%	-18.9%	6.0	-2.3%	-12.2%	9.6%	8.7%	i
COCC(C)NC(=O)C1CC(=O)N(c2ccc(C)cc2)C1 (stereo not drawn)	10.0	1.0%	-9.2%	13.0	3.2%	-6.6%	12.1%	11.1%	i
CC1CCN(C(=S)c2ccccc2O)CC1	7.0	17.3%	-11.6%	9.0	-5.1%	-11.6%	-2.5%	-0.9%	i	PMK inhibit pilot replicates=2.0;Spn MK inh pilot replicates=2.0;DPM-DC inhibit pilot screen %=1.5
Cc1ccc(C)c(C(=O)CSc2n[nH]c(-c3ccncc3)n2)c1	3.0	9.4%	-6.8%	6.0	1.5%	-5.7%	8.1%	-0.9%	i
Cc1ccc(/C(O)=C2/C(=O)C(=O)N(CCCn3ccnc3)C2c2cccnc2)cc1 (stereo not drawn)	8.0	10.2%	-3.3%	0.0	-1.8%	1.0%	7.9%	·	i
Cc1ccc(S(=O)(=O)NCCC(=O)NCCN2CCCCCC2)cc1	0.0	3.9%	-3.7%	12.0	-14.0%	-1.7%	5.2%	5.5%	i
COc1cc(OC)c(NC2=NCCCCC2)cc1Cl	0.0	3.1%	1.2%	7.0	-0.1%	-2.1%	1.5%	-3.1%	i
O=C(COC(=O)c1ccco1)NCc1ccco1	0.0	16.4%	-5.4%	0.0	1.8%	-11.6%	8.1%	3.5%	i
O=C(NCC1(c2ccccc2)CCOCC1)c1ccc(Br)o1	8.0	0.9%	-0.1%	13.0	0.0%	-13.1%	·	-4.3%	i
COc1ccc(F)cc1S(=O)(=O)NC1CC(C)(C)NC(C)(C)C1	5.0	7.9%	-4.8%	9.0	-3.2%	9.7%	4.5%	12.9%	i
CCC1Oc2ccccc2N(CC(=O)Nc2ccccc2OC)C1=O (stereo not drawn)	9.0	6.9%	-10.0%	17.0	-4.2%	0.6%	-27.6%	-1.6%	i
Cc1cc(C(=O)CN2C(=O)C3CC=CCC3C2=O)c(C)n1-c1ccccc1 (stereo not drawn)	0.0	10.2%	-0.8%	8.0	-3.0%	-3.2%	5.2%	-2.9%	i
Cc1c2c(nc3nc4ccccc4n13)CC(C)(C)CC2=O	10.0	4.9%	3.6%	5.0	-3.5%	0.8%	4.3%	1.6%	i	PMK inhibit pilot replicates=4.0;Spn MK inh pilot replicates=0.0;DPM-DC inhibit pilot screen %=3.0
C#CC1CN(Cc2ccccc2)CC(C#C)N1C (stereo not drawn)	8.0	7.8%	-8.9%	5.0	0.7%	-12.4%	-2.3%	3.2%	i
c1ccc2c(c1)[nH]c1c(N3CCN(C4CCCCC4)CC3)ncnc12	9.0	7.9%	12.6%	0.0	8.2%	6.0%	-3.6%	-10.9%	·
Cc1cc(NC(=O)CSc2cn(CCNC(=O)c3ccc(Cl)cc3)c3ccccc23)no1	4.0	9.2%	3.0%	10.0	0.3%	0.6%	5.4%	-1.9%	i
COc1cccc(C2CC(c3ccc(C(C)C)cc3)n3nc(N)nc3N2)c1 (stereo not drawn)	7.0	3.6%	-7.8%	10.0	5.7%	-8.2%	6.7%	3.4%	i
Cc1occc1-c1nnc(SCC(=O)N2CCOCC2)o1	7.0	5.1%	-6.2%	8.0	-4.0%	6.2%	1.0%	4.2%	i
CC(=O)NCCc1ccc(S(=O)(=O)NCc2ccc3c(c2)OCO3)cc1	0.0	10.5%	-14.1%	7.0	-3.4%	-2.9%	·	6.8%	i	PMK inhibit pilot replicates=3.5;Spn MK inh pilot replicates=0.5;DPM-DC inhibit pilot screen %=3.5
Cc1cc(NC(=O)CS(=O)(=O)c2cn(Cc3ccccc3Cl)c3ccccc23)no1	5.0	13.7%	20.7%	0.0	-4.3%	11.5%	·	9.9%	i	PMK inhibit pilot replicates=4.5;Spn MK inh pilot replicates=7.0;DPM-DC inhibit pilot screen %=7.0
C#CCN1C(=O)C(O)(CC(=O)c2cc(OC)ccc2OC)c2ccccc21 (stereo not drawn)	10.0	7.3%	-46.2%	3.0	-3.5%	-39.5%	-8.4%	-55.6%	i	PMK inhibit pilot replicates=2.0;Spn MK inh pilot replicates=0.0;DPM-DC inhibit pilot screen %=3.5
O=C(Oc1ccc(N2C(=O)CCC2=O)cc1)c1ccco1	4.0	9.6%	-12.7%	3.0	-12.8%	-13.9%	-11.2%	23.0%	i
CCCCNC(=O)c1nn(-c2ccccc2OC)c(=O)c2ccccc12	2.0	6.2%	-2.3%	7.0	-3.0%	-2.0%	-1.1%	-1.6%	i
O=S(=O)(c1ccc(F)cc1)N1CCCC(CO)C1 (stereo not drawn)	2.0	13.9%	-2.5%	5.0	-1.0%	2.9%	6.1%	1.1%	i
CC(C)CNc1oc(-c2ccc(F)cc2)nc1C#N	1.0	16.4%	6.7%	5.0	-9.3%	-4.4%	10.2%	-2.0%	·	PMK inhibit pilot replicates=1.5;Spn MK inh pilot replicates=0.0
Cc1ccc(C)c(C(=O)CN2C(=O)CCC2=O)c1	0.0	8.2%	12.0%	6.0	1.3%	10.9%	5.4%	-4.5%	i
Cc1cc2c(c(=O)n1Cc1ccccn1)C(C(C)C)C(C#N)=C(N)O2 (stereo not drawn)	5.0	15.7%	-6.5%	13.0	-8.8%	-3.1%	1.1%	-11.0%	i
Cc1cc(OCC(O)CN(CCO)CCO)ccc1Cl (stereo not drawn)	6.0	6.5%	6.7%	16.0	-2.6%	-5.5%	9.5%	3.1%	i
Cc1ccc(C2(C)NC(=O)N(CC(=O)NC(=O)NC3CCCC3)C2=O)cc1 (stereo not drawn)	3.0	7.5%	-18.1%	0.0	-8.1%	-3.7%	·	-6.6%	i
CC(=O)CC(C)=NCCN=C(C)CC(C)=O	3.0	7.3%	-8.9%	21.0	-2.5%	-15.9%	-0.1%	14.8%	i
CCOC(=O)N1CCN(c2ncnc3c2cnn3-c2ccc(OC)cc2)CC1	6.0	9.3%	-19.3%	1.0	-0.4%	-12.9%	2.0%	-5.9%	i
CC(C)c1nc(SCC(=O)N2CCCC2)c2ccccc2n1	6.0	5.3%	-1.8%	12.0	-1.3%	3.8%	·	10.9%	i
COc1ccc(-c2cc(C(F)(F)F)nc(N3CCN(Cc4ccccc4)CC3)n2)cc1OC	7.0	6.0%	-4.2%	0.0	-9.7%	-9.6%	-5.6%	-23.2%	i
O=P(c1ccccc1)(c1ccccc1)C(O)c1ccncc1 (stereo not drawn)	0.0	6.0%	2.1%	15.0	-6.4%	-5.7%	-0.1%	1.3%	i
C=CCNC(=O)N[C@@H](CCSC)C(=O)OC	0.0	4.7%	·	0.0	-11.0%	·	·	3.0%	i
CCC(=O)Nc1cc(C)c(NC(=O)c2ccccc2OC)cn1	10.0	13.0%	-2.2%	0.0	0.1%	7.1%	-0.9%	28.4%	i
CSc1cccc(NS(=O)(=O)c2ccc(F)cc2)c1	4.0	10.7%	22.2%	3.0	-5.4%	24.2%	5.7%	-1.6%	i
O=C(c1ccccc1F)N1CCN=C1SCc1cccnc1	5.0	4.0%	4.7%	3.0	-2.7%	-1.2%	11.9%	-2.6%	i
CCc1nnc(NC(=O)CSc2nnc(-c3c[nH]c4ccccc34)n2C)s1	1.0	4.6%	2.2%	12.0	-0.2%	4.8%	-1.0%	3.0%	i
CCCn1c(CN2CCN(C(=O)OCC)CC2)nc2c1c(=O)n(C)c(=O)n2C	0.0	3.6%	-2.9%	5.0	-4.9%	-8.2%	5.8%	2.4%	i
Cc1ccc2c(c1)nnn2C1CCN(S(=O)(=O)c2ccc(C(=O)N3CC(C)CC(C)C3)cc2)CC1 (stereo not drawn)	0.0	9.3%	-9.0%	12.0	-2.5%	0.4%	13.0%	-1.7%	i
O=C(O)CC(CC(=O)Nc1nncs1)c1ccccc1 (stereo not drawn)	0.0	-1.0%	6.7%	17.0	6.8%	7.9%	-5.9%	0.4%	i
Cc1ccccc1N(CC(=O)NCCc1ccccc1)C(=O)c1ccc(N2CCCC2)nc1	19.0	1.5%	-8.5%	18.0	-3.6%	-8.0%	·	-4.1%	i
Cc1cc(C)c(NC(=O)CSc2nc3c(c(=O)n2C)SC(C)C3)c(C)c1 (stereo not drawn)	2.0	22.4%	6.6%	3.0	-12.5%	8.8%	·	5.9%	i	PMK inhibit pilot replicates=0.0;Spn MK inh pilot replicates=1.0;DPM-DC inhibit pilot screen %=0.5
Cc1cc(C(=O)NCCCn2ccnc2)cs1	6.0	12.0%	1.3%	4.0	0.3%	-1.8%	8.6%	8.7%	i
CSc1nc2ccccc2n1C(=O)Oc1ccccc1	4.0	11.0%	8.6%	8.0	-4.9%	13.1%	9.0%	13.7%	i
CCOc1ccccc1C1C(C(N)=O)=C(C)Nc2nc(-c3cccc(C)c3)nn21 (stereo not drawn)	1.0	-1.3%	1.5%	16.0	-0.1%	-7.5%	·	-3.6%	i
O=S(=O)(c1ccc2c(c1)OCCCO2)N1CCNCC1	1.0	7.5%	4.0%	12.0	4.8%	4.7%	·	-6.4%	i

Grouped by structure, the entries above with two or more sulfur atoms.
SMILES	Spn MK inh	TNAP inhibition	HPDE-C7K KRASV12	PMK inhibit	Bfl-1 displacement	HPDE-C7 viability	LYP phosphatase	HT1080 cytotoxicity	DPM-DC inhibit	others
CSc1cccc(NS(=O)(=O)c2ccc(F)cc2)c1	4.0	10.7%	22.2%	3.0	-5.4%	24.2%	5.7%	-1.6%	i
CCc1nnc(NC(=O)CSc2nnc(-c3c[nH]c4ccccc34)n2C)s1	1.0	4.6%	2.2%	12.0	-0.2%	4.8%	-1.0%	3.0%	i
Cc1cc(C)c(NC(=O)CSc2nc3c(c(=O)n2C)SC(C)C3)c(C)c1 (stereo not drawn)	2.0	22.4%	6.6%	3.0	-12.5%	8.8%	·	5.9%	i	PMK inhibit pilot replicates=0.0;Spn MK inh pilot replicates=1.0;DPM-DC inhibit pilot screen %=0.5

Part of the list above in order of formula weight, low to high:
SMILES	Spn MK inh	TNAP inhibition	HPDE-C7K KRASV12	PMK inhibit	Bfl-1 displacement	HPDE-C7 viability	LYP phosphatase	HT1080 cytotoxicity	DPM-DC inhibit	others
Cc1cc(C(=O)NCCCn2ccnc2)cs1	6.0	12.0%	1.3%	4.0	0.3%	-1.8%	8.6%	8.7%	i
CSc1nc2ccccc2n1C(=O)Oc1ccccc1	4.0	11.0%	8.6%	8.0	-4.9%	13.1%	9.0%	13.7%	i
Cc1ccccc1N(CC(=O)NCCc1ccccc1)C(=O)c1ccc(N2CCCC2)nc1	19.0	1.5%	-8.5%	18.0	-3.6%	-8.0%	·	-4.1%	i
